D2 ag: HTS Assay for Allosteric Agonists of the Human D2 Dopamine Receptor: Primary Screen for Agonists | D(2) dopamine receptor (Homo sapiens), P14416 | HEK293 T-REx D2 cells, calcium flux agonist mode | activation, % at 2 µM | actives 0.53% (n = 340,000) | AID 485358, 2010;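 active means activation over 3 SD above normal in the single-dose calcium agonist read, cut at about 30% in these data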; further: 0% is about no effect
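In this primary screen, compounds producing a positive calcium signal within 180 s of addition to tetracycline-induced, force-coupled HEK293 Trex D2 cells are flagged; cells are dye-loaded with a no-wash calcium kit beforehand.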
D2 PAM: HTS Assay for Positive Allosteric Modulators of the Human D2 Dopamine Receptor: Primary Screen for Potentiators; actives 0.34% (n = 340,000); D(2) dopamine receptor (Homo sapiens), P14416; potentiation, % at 10 µM; AID 485347, 2010; HEK293 T-REx D2, calcium flux, EC20 dopamine potentiation;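 active means potentiation over 3 SD above the plate norm, cut at about 30% in these data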; further: 0% is about no effect
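Using a no-wash calcium dye in inducible, force-coupled HEK293 Trex cells expressing D2, we tracked fluorescence each second for 180 s after compound, then for 180 s after EC20 dopamine to detect augmented signalling.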
D2 antag: HTS Assay for Allosteric Antagonists of the Human D2 Dopamine Receptor: Primary Screen for Antagonists; AID 485344, 2010; HEK293 TREx D2 cells, calcium flux, dopamine EC80; actives 2% (n = 340,000); D(2) dopamine receptor (Homo sapiens), P14416; inhibition, % at 10 µM; in the data active means inhibition above about 30%; further: 0% is about no effect
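Measurement of antagonist activity uses fluorescent calcium dye in inducible HEK293 T-REx D2 cells: 10 s baseline, compound addition with 180 s read, EC80 dopamine addition with a further 180 s read.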
RXFP1 antagonist: qHTS Assay for Antagonists of the Relaxin Receptor RXFP1. Relaxin receptor 1 (Homo sapiens), Q9HBX9. actives 0.59% (n = 350,000). AID 1259400, 2018. activity change, negative = inhibition, % at 57.5 µM. HEK293-RXFP1, relaxin-stimulated cAMP HTRF, 30 min; stronger effect = lower value;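 active means activity change of -60% or lower, but not beyond a set lower limit; inconclusive means change between -60% and -40%, or beyond the set limit; inactive means change above -40%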; further: on the % scale 0 is the no-effect control and ±100 the full control effect
Target sequence (Q9HBX9 whole entry, looked up): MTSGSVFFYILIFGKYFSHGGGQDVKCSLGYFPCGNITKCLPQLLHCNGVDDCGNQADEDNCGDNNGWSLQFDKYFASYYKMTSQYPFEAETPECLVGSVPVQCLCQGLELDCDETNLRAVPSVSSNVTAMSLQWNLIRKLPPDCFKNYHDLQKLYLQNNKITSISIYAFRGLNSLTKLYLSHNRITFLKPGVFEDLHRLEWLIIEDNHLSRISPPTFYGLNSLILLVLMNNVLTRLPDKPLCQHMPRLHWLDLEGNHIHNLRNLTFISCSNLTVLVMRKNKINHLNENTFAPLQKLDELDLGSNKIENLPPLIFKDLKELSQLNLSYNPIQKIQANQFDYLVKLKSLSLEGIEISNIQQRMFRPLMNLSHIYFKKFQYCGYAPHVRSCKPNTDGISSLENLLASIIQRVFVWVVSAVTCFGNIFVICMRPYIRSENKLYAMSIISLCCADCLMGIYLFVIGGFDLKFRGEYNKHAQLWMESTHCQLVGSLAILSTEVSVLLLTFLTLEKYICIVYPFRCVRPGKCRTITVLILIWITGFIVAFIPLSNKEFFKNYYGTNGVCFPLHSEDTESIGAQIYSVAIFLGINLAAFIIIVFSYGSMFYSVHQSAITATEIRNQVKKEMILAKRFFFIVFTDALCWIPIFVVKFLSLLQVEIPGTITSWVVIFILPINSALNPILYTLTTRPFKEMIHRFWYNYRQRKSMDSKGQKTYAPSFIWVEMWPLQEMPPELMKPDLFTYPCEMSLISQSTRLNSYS
D1 antagonist: Antagonist of Human D 1 Dopamine Receptor: qHTS | D(1A) dopamine receptor (Homo sapiens), P21728 | HEK293 TREx D1 cells, calcium flux, dopamine EC80; stronger effect = lower value | activity change, negative = inhibition, % at 10 µM | actives 3.2% (n = 360,000); in the data active means activity change below about -30%; further: on the % scale 0 is the no-effect control and ±100 the full control effect
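Allosteric or orthosteric antagonism assessed as attenuation of the calcium response to EC80 dopamine, added 180 s after compound, in induced HEK293 Trex D1 cells loaded with no-wash calcium dye.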
D1 agonist: Allosteric Agonists of the Human D1 Dopamine Receptor: qHTS. D(1A) dopamine receptor (Homo sapiens), P21728. HEK293 T-REx D1 cells, calcium flux, agonist mode. activation, % at 2 µM. actives 1% (n = 360,000); further: 0% is about no effect
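Tetracycline-induced HEK293 TREx D1 cells, force-coupled to calcium signalling, were dye-loaded with a no-wash calcium kit. Compound was pin-added after a 10 s baseline. Fluorescence was read kinetically at 1 cycle/s for 180 s, with calcium rises flagged as agonism.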
TRHR PAM: qHTS for Small Molecule Agonists and Allosteric Enhancers of Human TRH Receptor: Primary Screen for Enhancers; Thyrotropin-releasing hormone receptor (Homo sapiens), P34981; TRHR cells, fluo-8 calcium fluorescence, EC20 TRH enhancement; enhancement, % at 2 µM; actives 0.66% (n = 360,000); in the data active means enhancement above about 30%; further: 0% is about no effect
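TRHR-expressing cells loaded with fluo-8 calcium dye were read kinetically (ex 480/em 530) during compound addition, then stimulated with an EC20 of TRH (10 nM final). Enhancement of the Gq-mediated intracellular calcium response was scored.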
D1 potentiator: Potentiators of Human D1 Dopamine Receptor: qHTS. HEK293 TREx D1 cells, calcium flux, dopamine EC20 potentiation. potentiation, % at 10 µM. actives 0.036% (n = 360,000); in the data active means potentiation above about 30%; further: 0% is about no effect
TRHR agonist: qHTS for Small Molecule Agonists and Allosteric Enhancers of Human TRH Receptor: Primary Screen for Agonists; Thyrotropin-releasing hormone receptor (Homo sapiens), P34981; AID 493084, 2011; activation, % at 2 µM; actives 0.18% (n = 360,000); TRHR cells, calcium flux fluo-8, FDSS agonist mode; further: 0% is about no effect
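TRHR-expressing cells, plated overnight in medium with 10% serum, were loaded with fluo-8 calcium dye at room temperature. After a 10 s baseline, library compound was pin-added and calcium release was recorded kinetically (ex 480/em 530) as agonist response.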
The depositor's hits bear a star; u = inconclusive; x = no result given. Unless noted, no stated cut-off is given here; in the data, active means activation above about 30%; inactive means the rest. No enrichment for hits; any-hit rate near 7.3%.

molecule | D2 ag | D2 PAM | D2 antag | RXFP1 antagonist | D1 antagonist | D1 agonist | TRHR PAM | D1 potentiator | TRHR agonist
CCN(CC(=O)Nc1ccc(NC(C)=O)cc1)C(=O)c1ccccc1SCc1c(C)noc1C | 0.2 | 2.0 | -1.3 | -3.2 | 1.4 | 2.1 | 12.1 | -1.7 | 0.1
O=Cc1c(NCc2ccco2)nc2ccccn2c1=O | 0.9 | -7.7 | -0.5 | -2.6 | -1.5 | 0.3 | 46.1* | -2.8 | 0.3
Cc1ccc2nc(SCC(=O)Nc3cc(C)on3)c(C)cc2c1 | -3.0 | x | 1.1 | 2.4 | -1.0 | 0.9 | -0.1 | 5.8 | -0.3
CCCSC1=N/C(=C\C=C\c2ccco2)C(=O)S1 | 0.6 | -2.6 | 2.1 | x | -0.8 | 4.6 | 1.7 | -2.4 | 0.9
CSc1ccccc1NC(=O)c1ccc(N2CC3CC(C2)c2cccc(=O)n2C3)c(NC(=O)c2cccnc2)c1 (stereo not drawn) | -0.4 | -4.8 | -0.1 | 9.4 | -0.3 | 0.0 | 4.2 | -0.5 | -0.1
CC1CCN(C(=O)c2[nH]cnc2C(=O)N[C@@H](C)C(=O)OC(C)(C)C)CC1 | -0.5 | 1.0 | 1.3 | x | 0.4 | 0.1 | 0.0 | 1.9 | -0.2
CCCC(=O)NC(c1ccc(N(C)C)cc1)c1c(O)ccc2ccccc12 (stereo not drawn) | 1.9 | -2.5 | 0.7 | x | -2.3 | 0.8 | -1.2 | -1.5 | 0.3
CN1C(=O)/C(=C/C=C2\SCCN2C)OC1=S | x | -8.9 | x | 6.1 | -4.0 | 24.1 | -2.2 | -0.1 | 14.0
CC(=O)Nc1ccc(S[C@@H](CCN2CC[C@H](O)CCC2=O)c2ccccc2)cc1 | 1.0 | -7.2 | 3.6 | x | x | 0.4 | -0.5 | -4.3 | 0.3
COCCCNC(=O)c1c(-c2ccccc2)c(-c2ccccc2)nn(C)c1=O | 1.1 | -4.3 | x | 0.1 | 1.3 | 0.4 | 0.0 | 1.2 | -0.1
O=C(CSCCc1ccccn1)Nc1ccc(Br)cn1 | 0.1 | -2.3 | -13.1 | 24.5 | -16.8 | 2.9 | -4.4 | 4.3 | -0.5
COc1ccc(/C=N/NC(=O)c2cccc(OC(F)(F)C(F)F)c2)cc1O | -0.9 | -3.6 | -4.9 | -5.6 | -3.8 | 1.6 | 9.7 | -7.9 | -0.4
CC(=O)c1cccc(NC(=O)CN(c2ccccc2)S(C)(=O)=O)c1 | 4.0 | 0.1 | -5.0 | -11.5 | 17.9 | 0.2 | -1.4 | -0.3 | 0.0
CCCCCCOc1ccc(N2C(=O)CC(SC(=NCC)NCC)C2=O)cc1 (stereo not drawn) | 0.2 | 4.3 | 1.7 | -5.3 | 1.3 | 2.4 | 3.3 | -13.4 | 0.9
CCCn1c2ccccc2c2nnc(SCCN3CCOCC3)nc21 | -0.3 | 6.1 | 1.9 | 18.3 | -8.0 | -0.8 | 0.8 | -3.4 | -0.2
COc1ccccc1C(=O)Nc1nc(N)n(-c2ccccc2)n1 | -0.2 | 2.6 | 3.4 | -3.0 | 12.1 | -0.9 | 27.1 | -6.0 | 0.9
CCOC(=O)c1nc(C)sc1-c1ccnn1S(=O)(=O)c1ccc(C)cc1 | 0.7 | 4.7 | -1.9 | -8.8 | -8.4 | 10.8 | -1.4 | -3.8 | 0.5
COc1cc2cc(CCOC(=O)CCCC(=O)O)oc(=O)c2cc1OC | x | 8.7 | x | x | x | 0.5 | 3.9 | 3.0 | 0.0
Cc1ccc(C(=O)NCC(=O)O)cc1S(=O)(=O)N1CCCCC1 | 0.6 | -5.5 | -7.1 | 4.3 | 0.7 | 2.2 | -3.0 | 5.2 | 0.5
CC1CN(C(=O)CSc2nc(N)cc(N)n2)CC(C)O1 (stereo not drawn) | -0.4 | 2.7 | 15.8 | -6.3 | 29.9 | -0.1 | -0.7 | -3.0 | 0.1
Cc1ccc(CNn2cnnc2SCc2ccc(F)cc2)cc1 | -1.5 | -22.1 | 29.6 | -15.9 | 10.4 | 0.1 | -20.6 | 0.1 | 0.2
Cc1ccc(C2CCN(C(=S)NC(C)(C)C)C2)cc1 (stereo not drawn) | -1.1 | -16.8 | 3.9 | -3.7 | -14.3 | 1.1 | 8.1 | 0.6 | -1.3
COc1ccc(OC)c(NC(=O)c2ccc(NC3=NC4CS(=O)(=O)CC4S3)cc2)c1 (stereo not drawn) | 11.4 | -6.0 | -28.5 | 3.8 | -7.1 | 2.3 | 5.0 | -16.1 | -0.2
COc1ccc2c(c1)c(=O)c(C(=O)c1ccc(Cl)cc1)cn2CC(=O)Nc1ccc2c(c1)OCCO2 | -0.3 | -0.2 | x | x | 6.7 | 3.5 | 2.4 | -2.1 | 0.7
CCOc1ccccc1NC(=O)c1ccc(F)c(S(=O)(=O)NCc2ccc3c(c2)OCO3)c1 | 0.7 | -6.7 | x | -12.7 | -3.4 | 4.5 | 0.6 | -2.7 | -0.3
CN1CCN(c2ccc(-c3cccc(NC(=O)COc4ccc(Cl)cc4Cl)c3)nn2)CC1 | 0.6 | -15.9 | -8.8 | 12.6 | 6.8 | 5.8 | -4.9 | -3.6 | 1.0
COC(=O)c1ccc(C2/C(=C(/O)c3ccc(OC(C)C)cc3)C(=O)C(=O)N2c2cc(C)on2)cc1 (stereo not drawn) | -0.3 | 1.1 | 18.2 | -8.1 | 19.8 | 3.1 | -1.8 | -0.1 | 0.0
Cc1cc(C)cc(OCC(=O)Nc2nc3c(s2)CC(C(C)(C)C)CC3)c1 (stereo not drawn) | -1.5 | 16.5 | x | x | -75.2* | 7.6 | 1.0 | -0.8 | -1.2
CN(c1ccccc1C(=O)Nc1cccc(Cl)c1Cl)S(C)(=O)=O | 0.5 | -8.1 | 53.3* | -6.6 | -2.5 | 3.4 | -3.5 | -2.8 | 0.0
CCOc1ccc(NC(=O)CCc2nc3cccnc3n2Cc2ccc(OC)cc2)cc1 | 0.5 | 2.5 | x | -26.6 | -8.0 | 0.9 | -6.8 | -2.6 | 0.7
Cc1ccc(C(=O)N2CCCCC2)cc1S(=O)(=O)N1CCOCC1 | x | x | x | -3.9 | 15.9 | 3.9 | -1.7 | -6.0 | 0.8
CCOC(=O)c1cnn(-c2ccc(C(=O)Nc3cc(OC)c(OC)c(OC)c3)cc2)c1N | 0.3 | 2.8 | x | 8.2 | -3.2 | 0.3 | 1.7 | -2.2 | -0.5
CNCc1c(OCc2ccc(F)cc2)ccc2ccccc12 | 0.2 | -15.5 | 74.4* | -5.8 | -33.1* | 22.9 | 0.7 | -18.3 | -0.5
O=C(O)CCSc1nc2ccccc2c(=O)[nH]1 | -0.5 | 2.8 | -8.4 | 6.0 | 11.7 | -2.3 | 0.8 | -2.5 | 0.2
COc1ccc(N2CCN(CCC(=O)c3ccc4ccccc4c3)CC2)cc1 | 1.5 | -17.1 | 0.7 | -5.3 | -4.5 | 6.3 | -3.1 | -1.7 | 0.5
Cc1nc(NS(=O)(=O)c2ccccc2C)c2c3c(sc2n1)CCC3 | -0.9 | 0.9 | 5.5 | -1.1 | -5.3 | 1.1 | 11.9 | 2.0 | -0.2
Cc1cc(C(=O)OCC(=O)N2CCOCC2)c2ccccc2n1 | 0.6 | -2.5 | 2.2 | -13.4 | -2.1 | 0.6 | 1.1 | -4.2 | 0.0
CCCCOC(=O)c1ccc(NC(=O)CSC2=Nc3ccccc3C3CC=NN23)cc1 (stereo not drawn) | 0.8 | -5.1 | -2.3 | -32.8 | 7.0 | 3.8 | 2.9 | -4.2 | 0.5
CN(Cc1cccnc1)C(=O)Cc1ccc(NS(=O)(=O)c2cccc(C(F)(F)F)c2)cc1 | 1.3 | 29.3 | -8.9 | -2.1 | -12.7 | 0.6 | 3.2 | 6.5 | 0.5
COc1ccc(C)cc1S(=O)(=O)Nc1cccc(-c2ccc(N3CCCC3)nn2)c1 | 0.2 | 8.9 | x | -1.0 | 8.3 | -0.5 | 1.3 | -0.7 | 0.0

Given field by field: entries from further up.
smiles: CN(c1ccccc1C(=O)Nc1cccc(Cl)c1Cl)S(C)(=O)=O
  D2 ag = 0.5 | D2 PAM = -8.1 | D2 antag = 53.3* | RXFP1 antagonist = -6.6 | D1 antagonist = -2.5 | D1 agonist = 3.4 | TRHR PAM = -3.5 | D1 potentiator = -2.8 | TRHR agonist = 0.0

smiles: CCOc1ccc(NC(=O)CCc2nc3cccnc3n2Cc2ccc(OC)cc2)cc1
  D2 ag = 0.5 | D2 PAM = 2.5 | D2 antag = x | RXFP1 antagonist = -26.6 | D1 antagonist = -8.0 | D1 agonist = 0.9 | TRHR PAM = -6.8 | D1 potentiator = -2.6 | TRHR agonist = 0.7

smiles: Cc1ccc(C(=O)N2CCCCC2)cc1S(=O)(=O)N1CCOCC1
  D2 ag = x | D2 PAM = x | D2 antag = x | RXFP1 antagonist = -3.9 | D1 antagonist = 15.9 | D1 agonist = 3.9 | TRHR PAM = -1.7 | D1 potentiator = -6.0 | TRHR agonist = 0.8

Going on with the list.
molecule | D2 ag | D2 PAM | D2 antag | RXFP1 antagonist | D1 antagonist | D1 agonist | TRHR PAM | D1 potentiator | TRHR agonist
Oc1c(Cl)cc(Cl)cc1/C=N/NC(=S)NC1CC2C=CC1C2 (stereo not drawn) | 1.5 | -8.3 | -9.5 | u | -10.7 | 11.9 | 9.7 | -6.1 | 2.3
C=C(C)Cn1c(CCCNC(=O)CCC)nc2ccccc21 | -0.4 | -4.2 | -1.2 | 0.3 | -14.3 | 0.4 | 0.1 | -4.0 | 0.5
COC(=O)NCC(c1ccc2c(c1)OCO2)N1CCN(c2ccc(OC)cc2)CC1 (stereo not drawn) | 0.1 | -6.3 | -5.0 | -5.7 | -8.2 | 5.2 | -4.8 | -1.6 | 0.4
CCOC(=O)c1c(C)[nH]c(C)c1C(=O)COC(=O)c1cccc(S(=O)(=O)NC)c1 | 0.8 | 17.7 | 14.2 | 7.7 | -3.0 | 0.9 | -2.6 | -9.8 | -0.1
CC(C)Nc1ccc(Cl)cc1[N+](=O)[O-] | 0.7 | -0.8 | -8.2 | x | 5.7 | 2.0 | -11.0 | 9.9 | 0.1

Screening data as filed in PubChem.
